Source: PubChem BioAssay (several laboratories)
PfHsp40 rescue: restores yeast growth despite PfHsp40 toxicity | 340,000 compounds, 0.68% hits | growth rescue, % at 12.5 µM | AID 504582 | S. cerevisiae expressing PfHsp40, growth rescue, ATP luminescence; in the data active = growth rescue above about 28%, passing the limit was not always enough; inconclusive = no clear call, values can overlap the other calls;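 note: yeast W303a lacking pdr1 and pdr3 grown in galactose medium; growth measured after three days at 30 °C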
PrPC TRFRET: reduces human prion protein on the cell surface. P04156. cell surface PrPC, TR-FRET read-out. inhibition, % at 13.8 µM. 370,000 compounds, 0.43% hits. AID 720596; in the data active = inhibition above about 24%; note: 0% = median of the test wells and 100% = reference compound wells
FadD28 FP inh: blocks FadD28 binding to the bisubstrate probe | AID 588549 | inhibition, % at 12.5 µM | fluorescence polarization | 360,000 compounds, 0.22% hits; in the data active = inhibition above about 8.5%, passing the limit was not always enough; inconclusive = no clear call, values can overlap the other calls
TcdB GH inh: blocks C. difficile toxin B glycohydrolase activity; TcdB glycohydrolase enzymatic assay, plate reader; inhibition, % at 9.99 µM; 350,000 compounds, 0.24% hits; in the data active = inhibition above about 10%
CCHFV vOTU inh: CCHFV vOTU protease inhibition; Pep-AMC fluorescence; inhibition, % at 11.5 µM; 370,000 compounds, 0.55% hits; AID 651958; in the data active = inhibition above about 30%; note: 0% = vehicle wells with enzyme and 100% = no enzyme wells
Anthrax LF inh2: blocks Bacillus anthracis lethal factor protease. 360,000 compounds, 0.12% hits. multiplex microsphere protease cleavage assay, LF. inhibition, % at 10 µM. P15917; note: plate controls were buffer without enzyme for full effect and enzyme alone for no effect
Target sequence (P15917 whole entry, looked up): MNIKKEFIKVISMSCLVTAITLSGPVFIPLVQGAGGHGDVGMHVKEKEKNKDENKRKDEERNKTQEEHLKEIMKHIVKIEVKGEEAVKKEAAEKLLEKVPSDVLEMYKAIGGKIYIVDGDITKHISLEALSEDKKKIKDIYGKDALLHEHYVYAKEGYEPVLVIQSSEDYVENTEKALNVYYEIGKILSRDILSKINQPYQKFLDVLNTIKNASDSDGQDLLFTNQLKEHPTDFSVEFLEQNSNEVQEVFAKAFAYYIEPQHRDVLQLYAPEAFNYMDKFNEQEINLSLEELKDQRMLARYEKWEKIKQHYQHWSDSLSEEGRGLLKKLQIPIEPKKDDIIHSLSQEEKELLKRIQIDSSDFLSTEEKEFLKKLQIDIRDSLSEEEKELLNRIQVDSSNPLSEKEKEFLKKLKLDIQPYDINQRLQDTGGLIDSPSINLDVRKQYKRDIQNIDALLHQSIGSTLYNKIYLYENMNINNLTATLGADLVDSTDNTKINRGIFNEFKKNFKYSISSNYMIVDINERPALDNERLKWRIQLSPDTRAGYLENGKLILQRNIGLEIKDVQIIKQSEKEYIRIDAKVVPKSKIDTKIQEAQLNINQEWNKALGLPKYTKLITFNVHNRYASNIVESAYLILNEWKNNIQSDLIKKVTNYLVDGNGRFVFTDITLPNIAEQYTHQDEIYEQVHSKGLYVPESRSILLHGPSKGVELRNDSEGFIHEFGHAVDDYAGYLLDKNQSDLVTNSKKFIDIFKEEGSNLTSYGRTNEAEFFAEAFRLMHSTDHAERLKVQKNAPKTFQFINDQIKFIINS
BoNT-F LC inh: inhibitors of Botulinum neurotoxin F light chain protease. Multiplex microsphere protease cleavage assay, flow cytometry. inhibition, % at 10 µM. 360,000 compounds, 0.22% hits; in the data active = inhibition above about 35%, passing the limit was not always enough; inconclusive = no clear call, values can overlap the other calls; note: plate controls were buffer without enzyme for full effect and enzyme alone for no effect
Yp Topo-I inh: inhibitors of Yersinia pestis topoisomerase I; Y. pestis Topo-I cleavage product accumulation, plate reader; activity, % at 10 µM; 360,000 compounds, 0.064% hits; in the data active = activity above about 50%, passing the limit was not always enough; inconclusive = no clear call, values can overlap the other calls; note: inactives centre near 2
BoNT A protease: inhibitors of Botulinum neurotoxin A light chain protease; multiplex microsphere protease substrate cleavage, flow cytometry; inhibition, % at 10 µM; 360,000 compounds, 0.17% hits; AID 588499; note: plate controls were buffer without enzyme for full effect and enzyme alone for no effect
* = called active by the depositor; ? = inconclusive; . = no result given. Cut-off read from the data, not from the text of the source, unless noted: active = inhibition above about 30%; inconclusive = no clear call, values can overlap the other calls; inactive = below that.

SMILES | PfHsp40 rescue | PrPC TRFRET | FadD28 FP inh | TcdB GH inh | CCHFV vOTU inh | Anthrax LF inh2 | BoNT-F LC inh | Yp Topo-I inh | BoNT A protease
Cc1ccc(C(=O)N2CCN3C(=O)c4ccccc4C23c2ccccc2)cc1 (stereo not given) | -0.6 | -1 | 0.7 | -1.1 | 5 | -4 | 15 | -2 | 1.3
O=S(=O)(Nc1ccccc1F)c1ccc(Cl)nc1 | 4.3 | 0 | -2.5 | -1.2 | 4 | 2 | -2 | 0 | -0.8
COc1ccc(NC(=O)CN2CCN(CC(=O)Nc3ccc(F)cc3)CC2)cc1Cl | 0.1 | -8 | -1.2 | 1.5 | 10 | 7 | -15 | 22 | -0.3
Cc1cc(=O)[nH]c2c(C)cc(S(=O)(=O)N3CCCCC3)cc12 | -0.2 | -4 | -2.0 | 1.3 | 19 | 4 | 2 | 5 | 0.3
O=C(CN1CCC(NC(=O)Nc2ccccc2)CC1)Nc1ccc([N+](=O)[O-])cc1 | 0.7 | -14 | 0.1 | 0.0 | 21 | -8 | 19 | -6 | -1.0
O=C(CN1CC(c2ccccc2)CC1=O)Nc1ccc(F)cc1 (stereo not given) | 0.2 | -2 | -1.3 | -0.5 | -1 | -5 | -7 | 3 | -0.2
COC(=O)C1(C)NC(c2ccc(C)cc2)C2C(=O)N(c3ccc(F)cc3)C(=O)C21 (stereo not given) | -0.6 | 9 | 2.8 | 1.1 | 7 | 0 | 0 | -5 | -7.1
CCc1ccc(NC(=O)CN(c2ccc3c(c2)OCO3)S(=O)(=O)c2c(C)noc2C)cc1 | -0.3 | -3 | -2.3 | 0.6 | -2 | -8 | -5 | -8 | 0.2
CCn1c(SC(C)C(=O)Nc2ccc(N3CCOCC3)cc2)nnc1-c1ccco1 (stereo not given) | -0.5 | -3 | -1.6 | 1.9 | -2 | . | . | 2 | .
Cc1cc(C)cc(NC(=O)c2cccn2-c2ncc(C(F)(F)F)cc2Cl)c1 | 3.6 | 32* | -4.9 | . | 6 | -3 | -7 | -11 | ?
Cc1nc2ccccc2c(=O)n1-c1ccc(NS(=O)(=O)c2cc(F)ccc2F)cc1 | -0.4 | 2 | -1.7 | 1.4 | 0 | -4 | 2 | 14 | 4.3
O=C(O)C1CCCCC1C(=O)NCCCc1ccccc1 (stereo not given) | -0.9 | -2 | -3.6 | . | -5 | 1 | 12 | -3 | -0.6
CC1=C(C(=O)N2CCOCC2)CC(CC(=O)NCCCN(C)C)C(=O)N1CCCN1CCCC1=O (stereo not given) | . | -2 | . | 1.1 | -2 | 6 | -6 | . | 0.4
O=C(/C=C/c1ccc(Cl)cc1)NCCCn1ccnc1 | 0.4 | . | -0.1 | . | . | -4 | 24 | 3 | 1.8
COc1cc(OC)cc(-c2sc3ccc(OC)cc3c2C#CC2(N)CCCCC2)c1 | 34* | 10 | -14 | -0.3 | 11 | -8 | -6 | 0 | 0.5
Cc1ccc(S(=O)(=O)NC2c3cccc4cccc(c34)C2Sc2nncn2C)cc1 (stereo not given) | -0.5 | 1 | -2.8 | 0.7 | 2 | 0 | 5 | 3 | 0.0
Cc1cc(OC(C)C(=O)NCCCN2CCCC2=O)c2c(C)c(C)c(=O)oc2c1 (stereo not given) | 0.2 | -5 | -4.2 | 1.6 | -26 | 1 | -2 | -3 | -0.7
CCc1ccc2nc(N3CCN(C)CC3)c(C#N)cc2c1 | -1.1 | -40 | -0.2 | . | -8 | 18 | 2 | -1 | 1.0
Cc1ccc(C(C)(C)C)c(OCCOCCN2CCCC2)c1 | 0.8 | 3 | -2.3 | 2.0 | 10 | 1 | 1 | 0 | 0.8
CC(C)(C)C(=O)N1CCCC1C(=O)O (stereo not given) | -0.4 | 8 | -2.1 | . | -6 | 5 | -16 | 7 | -1.8

Whole records from above.
`COc1ccc(NC(=O)CN2CCN(CC(=O)Nc3ccc(F)cc3)CC2)cc1Cl` as listed: PfHsp40 rescue = 0.1; PrPC TRFRET = -8; FadD28 FP inh = -1.2; TcdB GH inh = 1.5; CCHFV vOTU inh = 10; Anthrax LF inh2 = 7; BoNT-F LC inh = -15; Yp Topo-I inh = 22; BoNT A protease = -0.3
`Cc1cc(OC(C)C(=O)NCCCN2CCCC2=O)c2c(C)c(C)c(=O)oc2c1` (stereo not given) as listed: PfHsp40 rescue = 0.2; PrPC TRFRET = -5; FadD28 FP inh = -4.2; TcdB GH inh = 1.6; CCHFV vOTU inh = -26; Anthrax LF inh2 = 1; BoNT-F LC inh = -2; Yp Topo-I inh = -3; BoNT A protease = -0.7

Additional structures follow.
SMILES | PfHsp40 rescue | PrPC TRFRET | FadD28 FP inh | TcdB GH inh | CCHFV vOTU inh | Anthrax LF inh2 | BoNT-F LC inh | Yp Topo-I inh | BoNT A protease
COc1ccc(S(=O)(=O)N2CCN(Cc3ccccc3[N+](=O)[O-])CC2)cc1 | -1.3 | 0 | -0.8 | 1.0 | -5 | 6 | -10 | 10 | -0.6
CC(C)c1ccc(-c2csc(NC(=O)c3cccs3)c2C(=O)O)cc1 | -1.9 | 16 | 5.5 | 4.2 | 21 | 4 | 5 | -12 | 0.3
O=C1NC[C@H](c2ccccc2)N(CC2CCCCC2)C1=O | -2.4 | -2 | -1.2 | 1.7 | -1 | -8 | -2 | -2 | 0.4
O=C(Nc1cccnc1)C1CC(c2ccc(Cl)c(Cl)c2)=NO1 (stereo not given) | 0.8 | 11 | -2.1 | . | -2 | -2 | -3 | 2 | -0.5
C/C(=N/NC(=O)c1sc(NS(=O)(=O)c2ccc(C)cc2)nc1C)c1sc(N)nc1C | 1.2 | 2 | 1.3 | -3.3 | 6 | -2 | -9 | 9 | -0.6
Cc1cc(NC(=O)c2noc3c2CCCCC3)no1 | 0.2 | . | -3.2 | 0.5 | . | -2 | -7 | 3 | -0.7
O=C(Nc1nn[nH]n1)c1cccc([N+](=O)[O-])c1 | 0.6 | -16 | 0.2 | 4.6 | 0 | -5 | -1 | 4 | 0.4
Cc1ccc(-c2csc(N=C(N)N)n2)c(C)c1 | . | 9 | -2.6 | 1.8 | -10 | -3 | ? | 3 | -4.0
Cc1cccc(N2CCN(C(=O)C3CCN(S(=O)(=O)c4cccc5cccnc45)CC3)CC2C)c1 (stereo not given) | -0.8 | 3 | -2.5 | -0.2 | 18 | -22 | -35 | 9 | 3.1
COc1ccc(CCNC(=O)c2ccccc2NC(=O)CN2CCN(c3ccccc3O)CC2)cc1 | 1.4 | -8 | -4.7 | 0.5 | 9 | -2 | 0 | 20 | 0.3
COc1ccc(C(=O)N2CCN(c3ccc(N4CCOCC4)nn3)CC2)cc1OC | -0.2 | -7 | -4.4 | 1.1 | -45 | -1 | -4 | -8 | 0.7
CCc1cc(C(=O)N2CCN(C(=O)c3ccccc3)CC2)sc1C | -0.2 | 3 | -2.9 | 1.3 | -14 | -1 | 0 | 5 | -1.9
CCOC(=O)c1cnc(SCC(=O)Nc2ccccc2C(=O)OC)nc1N | 1.6 | 1 | 0.2 | . | 6 | 3 | 0 | 21 | 0.1
O=C(C1CC1)N1CCN(c2ccc(F)cc2)CC1 | -0.1 | -5 | -1.9 | 0.2 | -1 | -12 | 15 | 7 | -0.4
O=C(c1ccc(Cl)cc1)c1oc2ccccc2c1CS(=O)(=O)c1ccccc1 | -0.5 | 8 | 0.4 | 2.4 | 2 | -4 | 1 | 6 | 0.2
Cc1ccc(Sc2cc(C(=O)NCCN(C)C)c3ccccc3n2)cc1 | -1.3 | -13 | -5.1 | 1.1 | -6 | 2 | 10 | -12 | -1.2
COCCNCc1ccccc1 | 0.1 | 8 | -1.2 | 0.6 | -8 | 0 | -4 | -3 | -2.7
O=C(Nc1ccc(O)cc1)c1cc(S(=O)(=O)N2CCCC2)ccc1Cl | 0.8 | 7 | -3.0 | . | -2 | 0 | 10 | 3 | 6.2
Cc1ccc(NC(=O)CCC(=O)N/N=C/c2cccnc2)cc1 | -0.3 | -7 | -1.0 | 0.5 | 3 | 5 | 6 | 4 | 3.4
NS(=O)(=O)c1ccc(CCNC(=O)c2ccc([N+](=O)[O-])s2)cc1 | 1.3 | -42 | -3.2 | 0.2 | 11 | 0 | -10 | -8 | -2.1
COc1c(F)cccc1C1=CC(=O)C[C@H](c2ccc3c(c2)OCO3)C1 | 7.6 | -3 | -4.0 | 0.0 | -6 | -7 | 0 | 27 | 0.3
COc1cc(NC(=O)c2ncn[nH]2)cc(OC)c1OC | -0.3 | -2 | 0.2 | . | 9 | -1 | -22 | -2 | -2.8
COc1ccc(CNC(=O)c2cc(-c3cc(C)cc(C)c3O)n[nH]2)cc1 | 1.1 | 1 | -0.3 | 0.9 | 27 | -4 | -8 | -4 | 0.0
CC(C)Cc1cc(C(=O)NCc2cccnc2)no1 | 0.8 | 11 | -4.5 | 0.7 | 8 | -10 | 10 | 3 | 0.4
CCCCC(=O)Nc1ccc(N2CCN(C(=O)CC)CC2)cc1 | -0.7 | 3 | 0.4 | . | -6 | -1 | 8 | -8 | 0.6
O=Cc1ccc(Oc2cc(-c3ccccc3)nc(-c3ccccc3)n2)cc1 | -0.3 | -9 | -1.9 | . | 12 | -1 | 3 | 0 | -1.2
Cc1ccc(C(=O)NCC(=O)N(C)Cc2ccccc2C)s1 | . | -10 | -1.6 | -0.9 | 1 | -6 | 1 | 1 | -0.2
COc1cccc(N2CCN(c3ncccn3)CC2)c1 | -0.3 | -5 | 0.2 | . | 14 | 4 | -15 | 6 | 0.1
CCCCN1C(=O)N(C)C2NC(=S)NC21 (stereo not given) | 0.2 | 1 | -0.5 | 0.4 | -4 | . | . | 3 | .
COc1ccc(-n2c(=O)c(CCC(=O)NCCc3ccccc3F)nc3ccccc32)cc1 | 0.7 | -18 | -2.4 | -1.2 | 15 | 2 | -8 | 26 | -2.6
Cc1ccc(C2C3CN(C(C)C)CC=C3C(C#N)=C(N)C2(C#N)C#N)cc1 (stereo not given) | -0.8 | -14 | 0.4 | . | -34 | 0 | 4 | -2 | 3.0
COc1ccc(/C=C2\CCn3c2nc2cc(C(=O)O)ccc2c3=O)cc1 | 1.0 | -26 | -4.0 | 3.6 | 6 | 4 | -18 | 8 | -1.0
Cc1ccc(CNC(=O)COC(=O)C2CCC2)cc1 | -1.1 | -3 | -2.3 | -0.3 | -5 | 4 | 0 | -7 | -0.4
COc1cccc(NS(=O)(=O)c2cc(C)ccc2OC)c1 | 0.3 | 6 | -0.6 | . | 3 | 0 | -6 | -9 | 0.0
CCOc1cc2[nH]c(=O)n(CCCC(=O)N(C)Cc3ccccc3)c(=O)c2cc1OCC | 0.8 | -6 | -3.8 | 0.0 | -4 | -2 | 1 | 14 | 0.2
Cc1ccc(C(=O)Nc2cccc(NC(=O)CN3CCCCC3)c2)cc1 | -0.5 | -6 | -1.0 | 0.9 | -11 | -8 | 2 | 12 | 0.4
CCOC(=O)c1[nH]c(C)c(C(=O)NC2CCCC2)c1C | -1.7 | -7 | 0.3 | 1.2 | 2 | 5 | -2 | 7 | 0.0
COc1ccc(/C(C)=N/NC(=O)CN(c2ccc(OC)cc2)S(=O)(=O)c2ccccc2)cc1 | -0.7 | -9 | -3.5 | -2.7 | 9 | -1 | -11 | 7 | -1.2
CCNS(=O)(=O)c1c(C)cc(N2CCCC2=O)cc1C | -1.7 | 1 | -1.0 | -4.0 | 5 | 2 | 12 | -8 | 0.7
Cc1nc2ccccc2n(CC(=O)Nc2cc(Cl)cc(Cl)c2)c1=O | 0.6 | 8 | -1.6 | 0.0 | -2 | -4 | -2 | 3 | 0.7
COc1ccc(OC)c(NC(=O)CCNS(=O)(=O)c2ccc3c(c2)oc(=O)n3C)c1 | -0.3 | 3 | -1.8 | -3.9 | 9 | 0 | -8 | 0 | 0.7
COCOCCn1cc(CN2CCS(=O)(=O)N(Cc3ccc(-c4ccc(C)cc4)cc3)C(CC(C)C)C2=O)nn1 (stereo not given) | . | -8 | -2.7 | 1.5 | 4 | -4 | 0 | 19 | -0.3
Cc1nc2nc(N)nn2c(C)c1C/C=C/c1ccccc1 | 15 | -9 | -2.7 | -0.3 | -12 | 1 | -5 | -4 | 0.0
